# TRPM1 prom inh = inhibitors of MITF-driven TRPM1 promoter in melanoma cells; inhibition, % at 12.5 µM; SK-MEL-5 TRPM1 promoter luciferase, 24 h; 330,000 compounds, 0.83% hits;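 active = mean inhibition across replicates of 60% or more, whatever share of single replicates reaches that level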; also: values of inactives mirror those of a sister screen read the other way
# KKLEB cytotox = CF airway cell cytotoxicity counter-screen; KKLEB CF airway cells viability, ATPlite luminescence, overnight; hits give low values; cells stimulated with P. aeruginosa culture filtrate; activity change (cytotoxicity), % at 5 µM; 360,000 compounds, 0.36% hits;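 active = corrected activity change at or below -50% at 5 µM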
# NR2E3 ag-1 = human photoreceptor-specific nuclear receptor agonism. Q9Y5X4. CHO-S Gal4-NCOR/VP16-NR2E3 two-hybrid, luciferase. inhibition of corepressor binding, % at 3.98 µM. 360,000 compounds, 0.35% hits. AID 602229;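 active = inhibition above the mean of all tested compounds plus 3 SD, cut at about 70% in these data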;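 also: 0% = DMSO with NR2E3 transfected cells and 100% = cells lacking NR2E3 construct; higher means lower luciferase signal from less NR2E3 corepressor binding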
# Target sequence (Q9Y5X4 whole entry, looked up, the tested form may be a part): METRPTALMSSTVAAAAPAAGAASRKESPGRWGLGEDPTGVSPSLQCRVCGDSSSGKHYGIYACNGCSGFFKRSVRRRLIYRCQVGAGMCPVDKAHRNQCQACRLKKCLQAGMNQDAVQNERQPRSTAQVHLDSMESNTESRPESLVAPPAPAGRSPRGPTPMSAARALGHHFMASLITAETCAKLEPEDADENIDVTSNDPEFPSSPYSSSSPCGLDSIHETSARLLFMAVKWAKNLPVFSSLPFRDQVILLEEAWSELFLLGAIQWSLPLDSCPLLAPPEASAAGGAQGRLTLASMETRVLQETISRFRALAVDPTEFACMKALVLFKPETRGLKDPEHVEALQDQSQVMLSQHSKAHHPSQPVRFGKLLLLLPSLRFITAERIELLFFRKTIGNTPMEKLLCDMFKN
# HIF-2a block = HIF-2a inhibition. 360,000 compounds, 0.72% hits. inhibition, % at 18.8 µM. 786-0 RCC cells HIF-2a reporter, luciferase luminescence, overnight;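 active = inhibition of the luminescence signal of 40% or more relative to plate controls, in a single-dose primary screen at 18.75 µM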
# Shn3 inh set2 = inhibitors of Schnurri-3 3'UTR reporter in osteoblasts; inhibition, % at 12.5 µM; Clone20 osteoblast Shn3 3'UTR firefly luciferase, 24 h; AID 588674; 360,000 compounds, 0.52% hits;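 active = mean inhibition of at least 75% with every replicate also reaching 75%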;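 also: 0% = median of neutral control wells and 100% = pilot-screen positive control compound; some compounds past the cut are filed as inactive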
# Peg3 prom inh = Peg3 promoter activity inhibition | HeLa PEG-Prom luciferase reporter, luminescence, overnight | AID 588405 | inhibition, % at 20 µM | 360,000 compounds, 1.7% hits;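 active = inhibition of at least 50% at 20 µM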
# NR2E3 ag-2 = activates human photoreceptor nuclear receptor NR2E3; Q9Y5X4; GST-NR2E3/biotin-RetCOR TR-FRET, 1536-well; inhibition of corepressor binding, % at 4.78 µM; 320,000 compounds, 0.12% hits; AID 2300;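 active = percent inhibition above the cutoff of mean plus 3 SD of all tested compounds, set per screening campaign, cut at about 20% in these data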;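 also: 0% = DMSO wells and 100% = biotin wells as full block of FRET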
#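 Material: NR2E3–RetCOR corepressor complex / Incubation: Compound–protein incubation for 5 h at 4 °C / Dosing: compound at 4.8 µM, single dose / Detection: time-resolved FRET / Benchmarks: high control biotin, low control 0.6% DMSO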
# hiPSC survival = increases survival of single human iPS cells. hiPSC single-cell survival, ATPlite luminescence; 100% = ROCK inhibitor wells, 0% = DMSO. survival enhancement, % at 20 µM. 360,000 compounds, 0.044% hits. AID 602274; in the data active = survival enhancement above about 18%;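 also: cells exposed to compounds for 16 hours before the ATP read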
# aDG glyco act = alpha-DG glycosylation activation | Pro5-aDG cells, alpha-DG glycosylation AlphaScreen (IIH6); 0% Pro5, 100% B10-LARGE cell signal | activation, % at 10 µM | 360,000 compounds, 0.22% hits | AID 624168;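 active = activation of at least 8% versus controls, or a plate z-score of at least 8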;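 also: Pro5 are CHO cells carrying HIG-tagged alpha-DG that lacks glycosylation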
# TWEAK Fn14 block = blocks TWEAK-Fn14 interaction in a reporter cell assay; inhibition, % at 10 µM; TWEAK-stimulated Fn14 reporter cells, luciferase luminescence, 8 h; 360,000 compounds, 2% hits; in the data active = inhibition above about 50%
# CF NFkB block = inhibitors of cystic fibrosis induced NF-kB; 360,000 compounds, 0.86% hits; KKLEB NF-kB-GFP reporter, PAF-induced, GFP fluorescence overnight; inhibition, % at 5 µM; AID 588850;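 active = at least 50% inhibition at 5 µM, scaled per plate between neutral and stimulator controls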;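 also: PAF is a Pseudomonas aeruginosa culture filtrate used as stimulus; plate controls were PAF-stimulated DMSO wells for no effect and unstimulated DMSO wells for full effect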
# Numbers without * were called inactive; . = no result given.
SMILES,TRPM1 prom inh,KKLEB cytotox,NR2E3 ag-1,HIF-2a block,Shn3 inh set2,Peg3 prom inh,NR2E3 ag-2,hiPSC survival,aDG glyco act,TWEAK Fn14 block,CF NFkB block
COc1ccc(N2CCN(CC(=O)c3ccc(Cl)cc3)CC2)cc1,2,-2,-25,5,7,-12,0,0.1,0.0,-1,6
O=C(c1ccco1)N1CCN(c2nc(C(F)(F)F)nc3c2nnn3Cc2ccccc2)CC1,25,1,-6,-55,53,17,-4,-1.2,0.4,55*,-6
COc1ccccc1C(=O)NNC(=O)C(=O)N1CCCCC1,14,8,4,13,0,1,0,-0.4,-0.3,17,-2
Cc1cc2nc(N3CCN(C(=O)c4ccco4)CC3)sc2cc1C,-104,-4,-98,-231,-83,-418,-1,-0.4,0.3,12,3
CC1(C)CC(=O)N(CC(=O)O)c2ccccc2S1,8,10,0,7,4,3,2,0.4,-0.1,-13,-1
COc1ccc(NC(=O)N(C)C[C@@H]2OCc3ccccc3-c3c(n(C)c4ccccc34)C(=O)N([C@H](C)CO)C[C@H]2C)c(OC)c1,.,-10,-89,14,3,29,.,-1.0,-0.3,10,21
Cc1ccc(N2CCN(C(=S)c3ccc(-c4ccccc4[N+](=O)[O-])o3)CC2)cc1,10,-5,-10,-34,-2,8,0,1.6,-0.1,13,-4
Cc1cc(NC(=O)c2cccnc2)ccc1Br,-66,0,-82,-252,-97,-207,5,1.1,0.0,10,6
O=C(Nc1ccc(Oc2cccnc2)nc1)c1ccc(C(F)(F)F)cc1,-2,-2,6,-8,7,-8,-2,-0.5,0.4,10,-6
CSc1ccc(CN2CCC2(C)C(=O)NC2CCc3ccccc32)cc1 (centres undefined),.,10,4,-10,16,-1,.,5.9,0.2,-6,-7
CCOC(=O)Cn1c(=NC(=O)c2sc3ccccc3c2Cl)sc2cc(S(N)(=O)=O)ccc21,-14,-7,-15,-2,-6,14,-26,-0.9,-0.5,-3,1
CC(=O)N(CCC(c1ccccc1)c1ccco1)Cc1cccs1 (centres undefined),-2,4,-41,8,9,25,2,-0.6,0.2,2,-30
CC(C)(C)OC(=O)N[C@@H](CC(=O)OCc1ccccc1)C(=O)O,10,-2,-35,1,3,5,1,1.0,-0.2,15,-14
CCCn1c(=O)c2[nH]c(-c3ccc(S(=O)(=O)O)cc3)nc2n(CCC)c1=O,-9,16,-9,4,-22,5,0,0.3,-0.1,14,-7
COc1ccc(CCN=C(N)NS(=O)(=O)c2ccc(C)c(C)c2)cc1OC,8,-8,6,3,9,14,2,0.5,-0.4,-14,19
COc1ccc(CNc2cc(C)ccc2C)c(OC)c1OC,2,-19,10,9,8,4,1,1.0,0.3,-3,21
CCNc1nc(SCCOc2ccccc2)nc(N(C)C)n1,-15,-27,-39,-11,2,-2,-1,-0.4,0.7,-28,14
CNc1snc(C)c1C(=O)OC(C)C(=O)c1ccc(F)cc1 (centres undefined),5,25,26,-5,31,-11,-2,-0.9,0.9,11,-15
O=C(NCCN1CCC(n2c(=O)[nH]c3ccccc32)CC1)c1ccc(OC(F)(F)F)cc1,.,.,4,-3,.,.,.,-0.1,0.0,7,.
COc1ccc(S(=O)(=O)NCc2ccc3c(c2)cc(C)n3C)cc1,.,20,-11,7,6,22,2,-0.7,-0.4,-4,8
CCCNC(=O)NC(=O)COC(=O)/C=C/c1cc(Br)ccc1F,1,-3,10,14,5,10,4,1.2,-0.2,2,-2
CCOCCC(=O)Nc1ccc2c(c1)c(=O)n(C)n2C/C=C/c1ccccc1,.,-11,-74,2,26,18,.,-3.7,-0.1,11,2
COCCNCc1ccccc1,-1,12,-5,1,18,-4,3,6.1,-0.1,16,-5
CC1CCCN(CCC(=O)Nc2ccc(F)c(F)c2)C1 (centres undefined),13,-7,4,12,-8,6,0,-0.4,-0.1,-3,5
O=c1[nH]c2cc3c(cc2cc1C(c1nnnn1C1CCCCC1)N1CCSCC1)OCCO3 (centres undefined),7,-1,4,12,7,13,-2,1.5,0.1,17,4
CCC(C)NC(=O)C1(C)CCC(=O)N1Cc1ccccc1OC (centres undefined),6,-11,-18,1,7,0,-3,-1.2,0.0,-18,22
CC(C)(C)OC(=O)NCCNC(=O)c1cccs1,-13,13,-13,4,-48,3,6,-0.7,-0.2,-2,-16
O=C(CN(CC1CCCO1)C(=O)CNS(=O)(=O)c1ccc(F)cc1)NC1CCCC1 (centres undefined),-13,-5,0,10,-1,5,1,0.1,-0.1,14,2
O=C1Nc2ccc(Cl)cc2C12Nc1ccccc1-c1nnc(SCc3ccccc3F)nc1O2 (centres undefined),3,4,-30,-9,10,-43,-4,-0.8,1.6,13,6
COc1ccc(OC)c(NC(=O)CSc2nncc(=O)n2N)c1,8,1,-15,-4,-9,-18,1,-0.2,0.0,4,18
Cc1ccc(SCc2c(C(=O)N/N=C/c3ccco3)nnn2-c2nonc2N)cc1,.,-2,-47,5,8,21,.,-1.9,-0.3,4,8
O=C(N/N=C/c1ccco1)c1ccn[nH]1,-14,8,-32,-5,0,-8,2,0.1,0.0,-4,-12
COc1cc(/C=N/NC(N)=O)c(Br)cc1OCC(=O)Nc1ccccc1C,56,-8,-14,10,36,19,-1,1.9,-0.2,-5,10
Cc1ccccc1-n1ncc2c1CC(C)(C)CC2NC(=O)CCC(F)(F)F (centres undefined),-11,4,-22,-5,-6,4,0,0.0,0.3,-1,5
COc1cccc(N2CCN(C(=S)Nc3ccc(F)cc3)CC2)c1,10,-2,-6,23,10,-2,0,-0.1,0.0,-9,14
Cc1cc(C)n(CC(=O)NC2CCCN(Cc3ccc(Cl)cc3)C2)n1 (centres undefined),-1,14,15,5,7,-9,0,0.4,0.9,26,-18

# Single records, as listed above:
# `Cc1cc(NC(=O)c2cccnc2)ccc1Br` reads TRPM1 prom inh: -66; KKLEB cytotox: 0; NR2E3 ag-1: -82; HIF-2a block: -252; Shn3 inh set2: -97; Peg3 prom inh: -207; NR2E3 ag-2: 5; hiPSC survival: 1.1; aDG glyco act: 0.0; TWEAK Fn14 block: 10; CF NFkB block: 6
# `CC(C)(C)OC(=O)N[C@@H](CC(=O)OCc1ccccc1)C(=O)O` reads TRPM1 prom inh: 10; KKLEB cytotox: -2; NR2E3 ag-1: -35; HIF-2a block: 1; Shn3 inh set2: 3; Peg3 prom inh: 5; NR2E3 ag-2: 1; hiPSC survival: 1.0; aDG glyco act: -0.2; TWEAK Fn14 block: 15; CF NFkB block: -14

# Continuation:
SMILES,TRPM1 prom inh,KKLEB cytotox,NR2E3 ag-1,HIF-2a block,Shn3 inh set2,Peg3 prom inh,NR2E3 ag-2,hiPSC survival,aDG glyco act,TWEAK Fn14 block,CF NFkB block
CC(C)CC(=O)NCCc1ccncc1,-9,-5,-7,14,-6,9,2,-1.1,-0.2,-19,2
Cc1ccc(Nc2nnc(SCC(=O)NC3CCCc4ccccc43)s2)cc1 (centres undefined),13,6,-16,-3,-4,-5,3,0.2,0.1,11,-9
CC(C)(CO)NS(=O)(=O)c1ccc2c(c1)Cc1cc(S(=O)(=O)NC(C)(C)CO)ccc1-2,1,-2,-4,-3,15,7,2,-0.2,-0.1,-9,-6
Cc1ccc(NC(=O)c2ccc(OC(=O)c3cc4ccccc4o3)cc2)cc1,-54,6,-69,-174,-75,-259,0,-1.6,0.5,2,-9
COc1ccc(/C=N/NC(=O)c2cccc(OC(F)(F)C(F)F)c2)c(OC)c1OC,13,3,11,17,-18,-10,0,0.1,-0.1,-22,-15
O=C(c1cccc(N2CCCC2=O)c1)N1CCOCC1,-9,-1,-24,10,-14,5,2,-0.8,1.3,-5,2
O=C(C1=C[C@@H](c2csc3ccccc23)C[C@@H](OCc2ccc(CO)cc2)O1)N1CCOCC1,0,13,-8,25,-9,-3,4,1.8,0.3,-3,15
COc1cc(NCc2ccccc2O)c2ncccc2c1,7,-5,-39,-31,1,-38,.,-0.4,0.1,15,1
COc1ccc(-n2cc(CNC3CCC(O)CC3)c(-c3cccc(F)c3)n2)cc1 (centres undefined),-14,-9,-12,-3,11,30,1,-0.6,2.2,-24,23
COc1ccc(CNS(=O)(=O)c2ccc(C)cc2)cc1,-5,0,0,7,-4,-2,2,0.7,0.2,9,-22

# Gathered by group, the compounds so far with a furan ring, fused or not.
SMILES,TRPM1 prom inh,KKLEB cytotox,NR2E3 ag-1,HIF-2a block,Shn3 inh set2,Peg3 prom inh,NR2E3 ag-2,hiPSC survival,aDG glyco act,TWEAK Fn14 block,CF NFkB block
O=C(c1ccco1)N1CCN(c2nc(C(F)(F)F)nc3c2nnn3Cc2ccccc2)CC1,25,1,-6,-55,53,17,-4,-1.2,0.4,55*,-6
Cc1cc2nc(N3CCN(C(=O)c4ccco4)CC3)sc2cc1C,-104,-4,-98,-231,-83,-418,-1,-0.4,0.3,12,3
Cc1ccc(N2CCN(C(=S)c3ccc(-c4ccccc4[N+](=O)[O-])o3)CC2)cc1,10,-5,-10,-34,-2,8,0,1.6,-0.1,13,-4
CC(=O)N(CCC(c1ccccc1)c1ccco1)Cc1cccs1 (centres undefined),-2,4,-41,8,9,25,2,-0.6,0.2,2,-30
Cc1ccc(SCc2c(C(=O)N/N=C/c3ccco3)nnn2-c2nonc2N)cc1,.,-2,-47,5,8,21,.,-1.9,-0.3,4,8
O=C(N/N=C/c1ccco1)c1ccn[nH]1,-14,8,-32,-5,0,-8,2,0.1,0.0,-4,-12
Cc1ccc(NC(=O)c2ccc(OC(=O)c3cc4ccccc4o3)cc2)cc1,-54,6,-69,-174,-75,-259,0,-1.6,0.5,2,-9

# Screening data from PubChem BioAssay.
